Screening data: PubChem, several laboratories
TLR9-MyD88 inh = inhibitors of human TLR9-MyD88 binding. Q9NR96+Q99836. CHO BLA complementation TLR9-MyD88, CCF4 FRET ratio. inhibition, % at 4.98 µM. hit rate 0.21% among 340,000. AID 504734;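 active = inhibition above the mean over all tested compounds plus 3 SD, cut at about 21% in these data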;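 note: 0% = DMSO only wells and 100% = clavulanate BLA inhibitor control wells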
NCOA2 inhibitor = human SRC2 (NCOA2) inhibition; inhibition, % at 9 µM; hit rate 0.17% among 370,000; HEK293 GAL4-SRC2 luciferase reporter, luminescence;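 active = inhibition above the mean inhibition of all tested compounds plus 3 SD, set per campaign, cut at about 52% in these data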;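 note: 0% = DMSO treated cells and 100% = cells given Gossypol at 36 µM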
NCOA1 inh = inhibits human SRC1 coactivator. Q15788. HEK293 GAL4-SRC1 luciferase reporter, luminescence. inhibition, % at 3.6 µM. hit rate 0.12% among 360,000;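 active = inhibition above the campaign mean plus 3 SD, with each screening campaign given its own cutoff, cut at about 60% in these data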;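 note: 0% = DMSO treated cells and 100% = gossypol at 36 µM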
Vif imaging = HIV Vif inhibition | HEK293T cells, Vif self-association by quenched fluorescence, imaging, 24 h | inhibition, % at 7.49 µM | hit rate 0.35% among 340,000 | AID 602346; in the data active = inhibition above about 50%, passing the limit was not always enough; note: some results filed as inactive read as strong as hits
EBV LMP1 NFkB = Epstein-Barr LMP1 NF-kappaB reporter inhibition; LMP1-induced NF-kappaB luciferase reporter cells, luminescence; inhibition, % at 12.5 µM; hit rate 0.69% among 350,000; in the data active = inhibition above about 41%;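 note: 0% = neutral control wells and 100% = reference inhibitor control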
SRC3 inh = inhibits human SRC3 coactivator; HEK293 GAL4-SRC3 luciferase reporter, luminescence; inhibition, % at 3.6 µM; Q9Y6Q9; hit rate 0.17% among 360,000; AID 588352;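 active = inhibition above a per-campaign cutoff, the mean of all compounds plus 3 SD, cut at about 60% in these data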;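 note: 0% = DMSO-treated cells and 100% = gossypol-treated cells at 36 µM; higher means less SRC3-driven luciferase light from the GAL4 reporter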
NOD2-RIPK2 inh = NOD2-RIPK2 protein interaction inhibition. O43353. CHO BLA complementation NOD2-RIPK2, CCF4 ratio. inhibition, % at 4.98 µM. hit rate 0.38% among 360,000. AID 624267; in the data active = inhibition above about 21%;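 note: 0% = vehicle only and 100% = reference blocker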
Target sequence (O43353 whole entry, looked up): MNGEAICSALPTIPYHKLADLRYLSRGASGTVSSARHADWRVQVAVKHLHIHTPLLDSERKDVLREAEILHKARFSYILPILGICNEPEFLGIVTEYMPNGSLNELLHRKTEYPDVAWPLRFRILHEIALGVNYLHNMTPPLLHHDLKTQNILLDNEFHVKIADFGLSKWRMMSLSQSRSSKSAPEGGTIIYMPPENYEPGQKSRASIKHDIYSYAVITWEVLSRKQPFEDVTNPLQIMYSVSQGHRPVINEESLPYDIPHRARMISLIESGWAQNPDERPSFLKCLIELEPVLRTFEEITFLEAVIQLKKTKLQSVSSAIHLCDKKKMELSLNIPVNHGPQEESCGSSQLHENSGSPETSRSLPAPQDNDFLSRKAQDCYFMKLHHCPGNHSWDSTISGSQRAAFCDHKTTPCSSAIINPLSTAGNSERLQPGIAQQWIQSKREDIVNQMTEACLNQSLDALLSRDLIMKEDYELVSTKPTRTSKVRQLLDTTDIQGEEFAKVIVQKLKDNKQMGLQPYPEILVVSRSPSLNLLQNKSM
NR2F2 inh = NR2F2 (human) inhibition, primary screen; P24468; HEK293T NGFI-A luciferase reporter, luminescence; inhibition, % at 8.6 µM; hit rate 0.7% among 370,000;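 active = inhibition above a per-plate cutoff, mean inhibition of test wells between control levels plus 3 SD, cut at about 38% in these data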;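 note: cells cotransfected with COUP-TFII expression vector driving the NGFI-A reporter; 0% = median of COUP-TF2 test wells and 100% = reporter-only cells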
LRH-1 inv ag = suppresses constitutive activity of human LRH-1 | HEK293T StAR-luciferase reporter, LRH-1 transfected, 24 h | inhibition, % at 3.6 µM | hit rate 0.13% among 360,000;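 active = inhibition above the mean inhibition of all tested compounds plus 3 SD, cut at about 73% in these data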;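 note: 0% = DMSO wells and 100% = reporter-only cells lacking LRH-1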
Target sequence (O00482 whole entry, looked up): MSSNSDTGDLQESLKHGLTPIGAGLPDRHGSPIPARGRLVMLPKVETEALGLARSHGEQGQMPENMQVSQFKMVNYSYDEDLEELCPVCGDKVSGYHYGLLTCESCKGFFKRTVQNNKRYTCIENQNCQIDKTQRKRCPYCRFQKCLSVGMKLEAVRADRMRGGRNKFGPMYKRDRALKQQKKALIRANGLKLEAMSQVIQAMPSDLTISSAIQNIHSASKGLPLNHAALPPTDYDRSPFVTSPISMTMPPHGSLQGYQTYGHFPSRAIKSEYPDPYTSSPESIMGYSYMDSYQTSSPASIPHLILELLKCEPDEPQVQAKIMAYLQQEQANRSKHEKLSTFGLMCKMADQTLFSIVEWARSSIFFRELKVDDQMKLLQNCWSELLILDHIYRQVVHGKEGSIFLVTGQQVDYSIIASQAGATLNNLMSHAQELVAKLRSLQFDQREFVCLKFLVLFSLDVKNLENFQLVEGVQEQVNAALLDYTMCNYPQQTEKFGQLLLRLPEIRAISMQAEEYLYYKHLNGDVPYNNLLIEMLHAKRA
TRAIL sens C8 = caspase-8 TRAIL sensitization; inhibition (viability loss, TRAIL sensitization), % at 10 µM; hit rate 1% among 360,000; NB7+C8 cells + TRAIL, ATPlite viability luminescence; AID 624354;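 active = compounds causing at least 50% loss of cell viability in the single-dose screen, relative to plate controls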
TROY NFkB inh = TROY signaling inhibition; Q293 LMP1-TROYcd NF-kB luciferase reporter, 4 h; inhibition, % at 10 µM; hit rate 0.98% among 360,000;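 active = compounds whose plate-normalised and pattern-corrected inhibition of the luciferase reporter signal at the single screening dose is 50% or more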
Numbers without * were called inactive; . = no result given; & = joins results of further samples.

SMILES	TLR9-MyD88 inh	NCOA2 inhibitor	NCOA1 inh	Vif imaging	EBV LMP1 NFkB	SRC3 inh	NOD2-RIPK2 inh	NR2F2 inh	LRH-1 inv ag	TRAIL sens C8	TROY NFkB inh
C=CCn1c(=N)c(C(=O)NCCCOC)cc2c(=O)n3cc(C)ccc3nc21	-18	-30	-14	12	-20	4	-22	-5	2	1	-11
COc1ccc(CNC(=O)COC(=O)CCS(=O)(=O)c2ccc(C)cc2)cc1OC	-5	16	-12	2	1	4	-3	3	-14	-12	-11
O=C(NCc1cccc(OC(F)(F)F)c1)c1ccc2c(c1)S(=O)(=O)c1cc(Cl)ccc1C2=O	0	-20	-7	-3	3	1	-6	-6	5	11	-16
N#CCCN(C(=O)COC(=O)CCc1nc2ccccc2c(=O)[nH]1)c1ccccc1F	4	1	0	33	-1	-3	-4	-10	-18	-10	3
O=C(NC1CCCN(Cc2ccc(Cl)cc2)C1)c1ccoc1 (stereo unspecified)	-3	3	9	-1	-1	-27	0	1	19	0	0
COc1ccc(S(=O)(=O)N2C3CCC2CC(NC(=O)C2CC2)C3)cc1 (stereo unspecified)	-13	-4	12	-4	-10	4	3	-8	-14	1	6
COc1ccc(CCN(C)C(=O)C2CCN(Cc3ccc(C)cc3)CC2)cc1OC	-4	-10	-16	-1	-2	12	5	-10	0	5	7
O=C(NC1CCNCC1)C1CCCCC1	-4	-6	8	-1	-2	-20	-23	-8	16	-3	6
Cc1nnc2n(-c3ccccc3)c(=O)c3ccccc3n12	-4	-62	-4	-4	8	0	5	-20	-1	-7	19
Cc1cc(S(=O)(=O)NCCN2CCOCC2)c(C)s1	0	-15	-2	2	-1	-12	-3	10	3	-1	-7
CCOc1cc(C2CC(=O)NC(SCC)=C2C#N)ccc1O (stereo unspecified)	-1	11	-9	0	-9	-10	-10	-1	-1	5	-28
CCOC(=O)C(NS(=O)(=O)c1ccccc1)(C(F)(F)F)P(=O)(OCC(C)C)OCC(C)C (stereo unspecified)	3	-2	-7	-1	-6	13	-13	7	2	3	-26
Cc1cc(C)cc(NC(=O)CSc2nc(=O)n3cc(C)ccc3n2)c1	-4	3	-98	14	2	16	7	2	5	2	13
CC(C)(C)NCCOc1ccc2ccccc2c1	-6	12	-3	-1	2	-2	-2	-17	7	-1	9
Cc1ccc(S(=O)(=O)n2c([N+](=O)[O-])cnc2C)cc1C	3	-25	-17	3	-3	19	-10	-21	-2	-4	5
CC(C)(C)OC(=O)C[C@@H]1C/C=C\C[C@H](CC(=O)N(CCO)Cc2ccccc2)C(=O)N2CCC[C@H]2COC1=O	10	-16	5	5	12	-15	-9	6	-15	-11	11
CCC(=O)NC(c1cccs1)c1cc([N+](=O)[O-])c2cccnc2c1OC (stereo unspecified)	.	-17	-11	.	.	-18	-5	-5	16	-1	7
Cc1nc(CS(=O)(=O)c2ccccc2)cc(Sc2ccc(Cl)cc2Cl)n1	-7	8	-14	-4	-4	-18	-5	1	-18	13	-16
COc1ccc(S(=O)(=O)NNC(=O)Nc2ccc(F)cc2)cc1	.	7	-8	1	.	8	-12	-6	-1	4	-20
O=C(NCCN1CCCCC1)/C(=N\O)c1ccccc1	-1	3	4	14	1	-3	-7	14	13	3	4
CCOc1ccc(C(=O)OC(C)CN2CCCCC2)cc1 (stereo unspecified)	-3	-15	-7	1	2	-11	4	4	-8	-11	-8
CC(NC(=O)c1ccc(Cn2cc([N+](=O)[O-])cn2)o1)c1ccccc1 (stereo unspecified)	0	-7	2	.	1	4	-16	-9	1	12	4
CN1OC[C@@H]2CN(S(=O)(=O)c3cccc4ccccc34)[C@H](c3ccc(-c4cccnc4)cc3)C[C@@H]21	7	3	17	.	-9	2	11	-6	-12	-6	8
O=C(c1cccs1)N1CCN(c2ccc([N+](=O)[O-])cc2F)CC1	6	-30	3	-14	3	9	3	13	1	7	0
CC1=NN(CCc2ccccn2)C(=O)CC1	7	-19	17	-4	4	15	-14	14	-9	-10	6
COc1ccccc1-c1cccc(-c2nc(C(=O)N3CCCCC3)cc3c2[C@@H](CCO)N(S(=O)C(C)(C)C)C3)c1 (stereo partly specified)	.	-2	-1	.	.	5	-4	-9	1	1	10
Cc1ccc(NC(=O)CN(C)C(=O)CCC(=O)c2cccs2)cc1	-4	-12	0	2	-1	10	0	1	-19	0	-12
CC(C)(C)[C@H]1C=C(C(=O)N2CCN(Cc3ccc4c(c3)OCO4)CC2)O[C@@H](OCCCCO)C1	-3	-1	-11	-2	-3	-5	-12	2	2	-2	-5
COc1cc(NC(=O)[C@H]2O[C@@H](n3ccc(N)nc3=O)[C@H](O)[C@@H]2O)cc(OC)c1OC	.	-20	8	.	.	4	5	-17	13	-7	-8
Cc1nc(CSc2nc3[nH]ncc3c(=O)n2-c2ccccc2)cs1	-6	24	-12	8	2	1	3	-16	18	3	-8

The list continues:
SMILES	TLR9-MyD88 inh	NCOA2 inhibitor	NCOA1 inh	Vif imaging	EBV LMP1 NFkB	SRC3 inh	NOD2-RIPK2 inh	NR2F2 inh	LRH-1 inv ag	TRAIL sens C8	TROY NFkB inh
O=C(O)C1CC2CCC1CC2 (stereo unspecified)	2	-17	-15	-8	6	-10	5	12	-14	-20	-5
Cc1cc(C)cc(NC(=O)COC(=O)CCC2CCCC2)c1	-8	9	-18	-7	-3	0	-18	-7	5	-21	-7
CCn1c(=N)n(CC(=O)c2ccc(OC)cc2)c2ccccc21	-1	-11	-11	-11	6	-15	1	19	-12	12	-1
COCCNC(=O)C(c1ccc(F)cc1)N(C(=O)CCC(=O)Nc1nccs1)c1ccc(C)cc1 (stereo unspecified)	6	2	3	-4	6	11	-8	-1	5	-20	-16
CSc1nc(NC(C)=O)nc(C)c1Br	-15	-3	-117	10	-37	-88	10	4	-156	-2	10
O=C(O)CN=CC1=C(O)CC(c2ccccc2)CC1=O (stereo unspecified)	-13	-8	-3	14	-4	8	-13	13	10	7	50
COC(=O)C1CCN(C(=O)C2CC(=O)N(c3ccc(C)c(Cl)c3)C2)CC1 (stereo unspecified)	-5	-12	-27	7	-12	-24	-10	-13	-36	12	-25
CCOc1ccccc1C(=O)NC1CC2CCCC(C1)N2Cc1ccccc1 (stereo unspecified)	-4	-1	9	.	-5	1	3	-13	-2	2	17
O=C(Nc1ncccn1)c1cc(-c2cccc(Br)c2)nc2ccccc12	-1	12	4	-13	2	5	1	12	0	3	11
CC(C)(C)c1ccc(C(=O)Nc2cccc([N+](=O)[O-])c2)cc1	-7	-62	-101	5	-42	-28	-8	-34	-164	55*	17
CCOC(=O)c1[nH]c(C)c(C(=O)N(C)Cc2ccccc2)c1C	-4	-1	-26	-7	4	1	-3	-16	-43	18	2
O=c1c2c([N+](=O)[O-])cc([N+](=O)[O-])cc2sn1-c1ccc(Br)cc1	4	.	-16	7	4	12	-3	.	6	-4	20
COc1ccc(Cl)cc1C(=O)NNC1CC(=O)N(Cc2ccc(Cl)cc2)C1=O (stereo unspecified)	2	14	-8	-14	2	12	12	6	-16	-5	3
CN1CCc2c1nc1ccccc1c2NC(=O)CN1CCCC1	3	-24	8	-2	20	9	4	-14	-12	-8	12
O=C1CCC/C1=C/Nc1cccc(F)c1	-3	-38	-17	9	-7	-3	-7	-10	3	-29	7
O=C(O)c1ccc(COc2c(F)c(F)c(F)c(F)c2F)o1	-1	8	-14	2	5	8	-1	-8	-1	-20	-2
O=C(Nc1ccc(S(=O)(=O)NC2=NCCCCC2)cc1)c1ccc(C(F)(F)F)cc1	5	.	-41	-9	0	0	-137	.	-18	7	-7
Cc1cc(C)c2nc(NC(=O)C3CSC4(C)CCC(=O)N34)sc2c1 (stereo unspecified)	-7	10	-2	-11	5	-7	2	-13	-8	3	-15
C/C(=N\NC(=S)Nc1ccc(C)cc1)c1cc2ccccc2o1	-1	-17	-2	1	-13	6	-29	-2	-1	5	-55
COc1cccc(-c2[nH]nc3c2C(c2ccoc2)C(C#N)=C(N)O3)c1 (stereo unspecified)	-7	4	11	-2	4	12	-1	19	1	-12	6
CNc1cnc(-c2ccsc2)cn1	.	-24	-38	1	.	-26	3	-2	-15	-12	-31
CN1CC2=Cc3ccccc3OC23Oc2ccccc2C=C3C1	-13	-1	-45	-1	-6	-15	9	4	4	4	-9
O=C(/C=C/c1ccco1)Nc1ccc2c(c1)OCO2	-2	-21	-129	-2	-41	-105	4	-62	-154	24	-29
O=C(Cc1ccc([N+](=O)[O-])cc1)NCc1ccccc1Cl	-5	-15	-5	4	2	-13	-13	1	15	2	-22
CN(CCC1CCCCO1)C(=O)CCc1nnc(CCCCc2ccccc2)o1 (stereo unspecified)	-9	6	-2	-1	0	10	5	-3	-9	-7	-28
O=C(NCCN1CCN(c2ccccc2)CC1)c1cccn2c(=O)c3ccccc3nc12	-17	6	-6	-6	14	2	2	2	6	19	-7
CCN(CC)CCOC(=O)C(Cc1ccco1)Cc1cccc2ccccc12 (stereo unspecified)	2	0	-4	-3	-28	4	0	-6	-3	12	-11
CCOc1ccc(CC(=O)Nc2ccc(S(=O)(=O)N3CCCC3)cc2)cc1	-13	-9	-13	-7	-1	-6	3	-2	7	-5	-7
O=C1OC(c2ccccc2)/C(=C(/O)c2ccccc2)C1=O (stereo unspecified)	-4	1	-8	5	3	4	4	-8	13	-10	-44
Cc1ncc([N+](=O)[O-])n1CC(=O)Nc1ccc(Cl)cc1	-9	-4	15	4	.	1	-5	11	-1	-16	6

Next section
SMILES	TLR9-MyD88 inh	NCOA2 inhibitor	NCOA1 inh	Vif imaging	EBV LMP1 NFkB	SRC3 inh	NOD2-RIPK2 inh	NR2F2 inh	LRH-1 inv ag	TRAIL sens C8	TROY NFkB inh
C=CCn1c(SCC(=O)NC2CC2)nnc1-c1cccs1	-1	-30	-6	5	0	-5	5	-6	-1	3	22
CC(C)CCn1c(SCCc2ccccc2)nc2c1c(=O)[nH]c(=O)n2C	-7	-35	-38	8	-1	-6	-16	8	-8	-22	0
CCO[C@H]1OC(C(=O)Nc2ccccc2)=C[C@@H](C2CC2)[C@@H]1CCCO	-2	6	-94	1	2	4	-7	8	17	-4	-10
CCNC(=O)c1cc2c(=O)n3cccc(C)c3nc2n(CCc2ccccc2)c1=N	-5	-41	-20	.	-2	-8	-9	-1	-13	28	-44
Cn1c(CN2CCCCC2)c(C#N)c2ccccc21	8	.	17	-9	-7	-3	-3	.	12	-11	-7
COc1cc(C)c(S(=O)(=O)NC2CC(C)(C)NC(C)(C)C2)cc1C	-1	-8	6	-12	0	-12	1	2	-5	-1	9
CN1CCN(S(=O)(=O)c2ccc(Cl)cc2)CC1	3&-7	1&14	-13&-3	3&-6	-13&9	12&8	-1&-5	2&-1	-16&1	-10&-12	4&0
O=C(Nc1cccc2nsnc12)c1ccc(-c2cccc(Cl)c2)o1	-8	-21	-3	3	-6	-5	2	10	6	-9	2
COCCCn1c(SCC(=O)NC(C)C)nnc1-c1ccccc1	2	-31	-3	5	-23	17	0	2	19	-2	8
COc1ccc(NC(=O)COC(=O)c2n[nH]c3ccccc23)c(OC)c1	-11	22	-17	0	-11	7	2	5	7	-12	-12

A portion of the library (hit frequency here may not be typical).
